GalR3 antag: human GalR3 antagonism; inhibition, % at 3 µM; 360,000 tested, 0.44% active; O60755; HEK293 GalR3-CNG cAMP membrane potential fluorescence; galR3 body fused to GalR1 C-terminus;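 active means inhibition above the screen-wide average plus 3 SD, cut at about 13% in these data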;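 further: forskolin and galanin both at EC90 stimulate the cells; cAMP rise reported by CNG channel membrane potential dye signal; 0% = forskolin plus galanin with DMSO and 100% = forskolin alone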
Target sequence (O60755 1-299 limits assumed): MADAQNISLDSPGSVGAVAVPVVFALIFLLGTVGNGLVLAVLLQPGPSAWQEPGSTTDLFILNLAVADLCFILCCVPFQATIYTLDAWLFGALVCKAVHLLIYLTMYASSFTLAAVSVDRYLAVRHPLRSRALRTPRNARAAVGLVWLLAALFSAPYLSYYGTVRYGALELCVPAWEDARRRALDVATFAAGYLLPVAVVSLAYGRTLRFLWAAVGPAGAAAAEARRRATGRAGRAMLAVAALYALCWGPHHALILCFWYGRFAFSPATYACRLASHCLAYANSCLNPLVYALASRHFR
pCIP destab: p/CIP protein destabilization; AID 1984; 290,000 tested, 0.01% active; decrease of EGFP signal, % at 10 µM; F442A p/CIP-EGFP cells, EGFP fluorescence, 16 h; Q05BA5;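 active means EGFP signal decrease of at least 30% at 10 µM or well 3 SD below plate mean, unless failing retest; inactive means the rest, including hits failing retest or dose response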; further: some compounds called inactive have numbers as strong as hits; many of its hits are not listed in these tables
IDE act: IDE (human) activation, cell-based; HEK cells, FAbeta-B cleavage, fluorescence polarization; 0% vehicle, 100% cell-free pure enzyme wells; activation, % at 5.96 µM; 340,000 tested, 0.073% active; AID 493087;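 active means activation above the mean of all tested compounds plus 3 SD, set per screening campaign, cut at about 17% in these data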
HCV NS3 hel inh: inhibitors of Hepatitis C virus NS3 helicase; inhibition, % at 10.9 µM; AID 1800; NS3 helicase DNA unwinding, Cy5 molecular beacon fluorescence; 290,000 tested, 0.56% active;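 active means inhibition above the mean of all tested compounds plus 3 SD, set per campaign, cut at about 35% in these data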;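 further: 0% = DMSO wells and 100% = thioflavine S control wells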
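Control set: DMSO versus 110 µM thioflavine S; Material: NS3 helicase fragment of HCV; Measured by: Cy5 fluorescence at 0 and 60 min, beacon hairpin quenching; Read-out basis: percent inhibition from t60/t0 fluorescence ratio; Times: reaction time 60 min, 25 °C; Repeats: single replicate; Compound dosing: single dose, 10.9 µM nominal final, DMSO 0.8% final.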
IDE inh: inhibitors of human insulin-degrading enzyme in cells | P14735 | HEK cells, FAbetaB cleavage, fluorescence polarization | inhibition, % at 5.59 µM | 320,000 tested, 0.41% active | AID 434962;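 active means percent inhibition above the average of all tested compounds plus 3 SD, set per screening campaign, cut at about 16% in these data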;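 further: IDE supplied by intact live HEK cells; FP after avidin binding of uncleaved biotin substrate so inhibition keeps polarization high; 0% = DMSO wells and 100% = 60 µM reference IDE inhibitor Ii1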
IMP-1 inhibitor: inhibitors of Pseudomonas aeruginosa IMP-1 metallo-beta-lactamase | inhibition, % at 5.6 µM | 290,000 tested, 0.45% active | purified IMP-1, nitrocefin hydrolysis, epi-absorbance fluorescence;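 active means inhibition above the mean plus 3 SD of all compounds in the same screening run, cut at about 4.5% in these data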;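 further: 0% = IMP-1 with DMSO and 100% = DMSO wells lacking enzyme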
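System: Purified recombinant IMP-1 metallo-beta-lactamase enzyme | Measured by: Fluorescence quenching readout, ex 480/em 530 nm | Replication: Singlicate | Incubation: 15 min preincubation plus 25 min reaction at 25 °C | Evaluation: Percent inhibition from optical density relative to buffer-blank wells | Benchmarks: DMSO with and without IMP-1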
UBC9 SUMO inh: blocks human SUMOylation mediated by UBC9; 290,000 tested, 0.36% active; AID 2006; inhibition, % at 35 µM; HTRF SUMOylation assay, SAE1/SAE2 + UBC9, in vitro; in the data active means inhibition above about 50%, passing the limit was not always enough; further: strong numbers were not always called active
Target sequence (P63279 whole entry, looked up): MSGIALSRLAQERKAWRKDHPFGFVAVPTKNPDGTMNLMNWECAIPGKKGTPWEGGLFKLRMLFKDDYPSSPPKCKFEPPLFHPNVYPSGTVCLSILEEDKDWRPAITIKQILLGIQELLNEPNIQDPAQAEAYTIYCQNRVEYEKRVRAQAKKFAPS
VIM-2 inh: inhibitors of Pseudomonas aeruginosa VIM-2 metallo-beta-lactamase; purified VIM-2, nitrocefin hydrolysis, epi-absorbance fluorescence; inhibition, % at 5.6 µM; 290,000 tested, 0.89% active;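 active means inhibition above the mean of all tested compounds plus 3 SD, cutoff set per screening run, cut at about 7.5% in these data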;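 further: red hydrolysis product quenches plate fluorescence so inhibitors raise well fluorescence; 0% = enzyme with DMSO and 100% = DMSO without enzyme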
CRFBP-R2 block: blocks CRF-induced signaling of the CRF-BP/CRF-R2 complex; inhibition, % at 11.8 µM; HEK293 CRF-R2/CRF-BP, CRF-induced calcium fluorescence; 350,000 tested, 0.59% active; AID 588475;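 active means inhibition of the ligand-induced calcium signal above about 50% at the single tested concentration, limit read from the data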
* marks the source's active call; other numbers are inactive results; . = no result given.

GalR3 antag	pCIP destab	IDE act	molecule	HCV NS3 hel inh	IDE inh	IMP-1 inhibitor	UBC9 SUMO inh	VIM-2 inh	CRFBP-R2 block
-4.9	-18.8	-102.8	N#C/C(=C\c1ccc(N2CCCCC2)o1)C(=O)Nc1cccc(Br)c1	8.6	140.3*	2.6	20.7	0.5	-265.5
-4.2	-7.8	-6.1	c1ccc(-c2noc(CSc3nc4ccccc4o3)n2)cc1	0.6	0.2	-3.8	-6.4	-2.5	3.6
-5.3	-4.5	-0.9	COC(=O)c1cccc(NC(=O)CSc2nnc(C)o2)c1	3.5	0.2	7.5*	4.9	-4.2	30.3
3.0	-2.7	-0.8	O=C(CSc1ccc2ccccc2c1)Nn1cnnc1	-0.5	-4.7	-2.4	20.1	-4.1	6.9
1.0	.	4.2	Cc1ccc(S(=O)(=O)NC(=S)c2ccccc2)cc1	.	0.6	.	.	.	1.3
-1.7	-14.3	-0.6	CCOc1ccc(NC(=O)CSc2nncc(=O)[nH]2)cc1	12.1	2.9	-5.7	-3.3	-5.3	1.9
-3.3	-1.3	8.4	Cn1c(C(=O)OCC(=O)NCC2CCCO2)cc2sccc21 (stereo not drawn)	2.8	4.5	-3.9	-1.2	-2.8	10.4
0.2	-17.5	5.0	CCCC(=O)NC(=S)Nc1ccc(Cl)cn1	1.3	-0.8	-1.9	-0.9	-1.3	12.9
-3.2	7.0	2.9	COc1ccc(NC(=O)CNC(=O)Cn2cnc3sc(C)c(C)c3c2=O)cc1OC	2.9	0.7	-3.7	-13.2	-1.2	14.9
-5.6	.	2.0	Cc1cccc(C(=O)NC(=S)NCc2ccccc2)c1	.	-5.5	.	.	.	-2.4
-4.4	4.9	3.3	COc1ccc(S(=O)(=O)N2CCOCC2)cc1NS(=O)(=O)/C=C/c1ccccc1	5.8	-4.2	-1.2	4.3	-3.0	11.6
3.9	.	1.2	CN(CC(=O)Nc1ccc(Cl)c(S(=O)(=O)N2CCOCC2)c1)C(=O)c1cccs1	.	8.8	.	.	.	-2.4
-12.0	14.0	-0.8	COc1ccc(F)cc1CN1CCN(CC(=O)N2CCc3ccccc32)CC1	6.1	6.7	0.0	1.7	-0.6	2.2
-3.0	29.0	3.8	COc1ccccc1NC(=S)NNC(=O)c1ccc(Cl)cc1Cl	4.3	-0.3	-2.8	-123.1	-5.1	4.8
-6.4	.	-1.8	O=C(COC(=O)c1n[nH]c2ccccc12)NCCc1ccccc1	.	1.9	.	.	.	-11.9
-12.2	-6.0	3.8	CC(C)NC(=O)CSc1nc(Cc2ccccc2)nc2ccccc12	5.0	-1.1	-1.7	2.9	-0.6	18.2
-1.3	5.8	5.2	Cc1c(C(=O)NCc2ccccn2)oc2ccc(S(=O)(=O)N3CCC4(CC3)OCCO4)cc12	-5.0	-6.8	-3.4	3.2	-1.9	-8.1
-4.9	-1.3	5.8	O=C1NCCCCC1NS(=O)(=O)c1ccc(F)c(F)c1 (stereo not drawn)	11.2	1.5	-4.9	9.5	-2.4	-1.8
-2.8	-10.9	3.5	CCOC(=O)c1cc2n(n1)C(C(F)(F)F)CC(C)N2 (stereo not drawn)	5.0	-0.2	-2.4	-5.9	-4.6	-3.6
1.6	-11.4	1.9	CCC(=O)NC(=S)Nc1ccc(S(=O)(=O)NC(C)=O)cc1	-3.8	2.3	-2.8	29.9	-3.8	-18.7

The list goes on.
GalR3 antag	pCIP destab	IDE act	molecule	HCV NS3 hel inh	IDE inh	IMP-1 inhibitor	UBC9 SUMO inh	VIM-2 inh	CRFBP-R2 block
-1.6	1.9	0.9	COc1cc(C(C(=O)NCc2ccccc2)N(Cc2ccco2)C(=O)c2cnccn2)cc(OC)c1OC (stereo not drawn)	3.4	-2.4	-3.2	8.9	-4.5	-12.0
2.1	.	2.5	CCOC(=O)C[C@H]1c2cc(F)ccc2S(=O)(=O)N1C(C)(C)C	.	-0.7	.	.	.	7.2
-0.3	-12.3	2.1	O=C1N=C(N2CCOCC2)S/C1=C\c1cccnc1	2.9	-2.9	-1.2	16.4	-2.9	3.3
-6.8	-4.6	3.4	Cn1c2ccccc2c2nnc(SCC(=O)Nc3cccc(O)c3)nc21	9.8	-0.1	-2.4	15.5	20.4*	33.1
0.4	-11.3	6.1	O=C(N1CCOCC1)N1c2ccccc2CC(N2CCOCC2)c2ccccc21 (stereo not drawn)	-2.9	6.9	-2.4	17.6	0.2	5.2
-4.9	.	2.8	O=C1C=C(NC2CCCCC2)CCC1	.	3.3	.	.	.	2.7
-2.3	-27.0	3.5	Cc1cc(C)cc(OCc2nnc(SCC(=O)N3CCN(c4ccccc4)CC3)o2)c1	-9.2	-2.4	-7.9	35.8	-2.0	14.2
-11.2	-10.6	3.5	O=S1(=O)CCC(NS(=O)(=O)c2ccc3ccccc3c2)C1 (stereo not drawn)	0.6	-3.5	0.2	10.8	-0.8	2.1
-1.1	.	-1.8	O=C(Cc1ccc(S(=O)(=O)N2CCOCC2)s1)NCC(=O)Nc1ccccc1Br	.	-7.7	.	.	.	-4.2
-4.4	1.8	1.1	COc1cccc(C(=O)CSc2nc3ccccc3n2CC(=O)N2CCOCC2)c1	-5.9	0.8	-2.9	10.3	0.5	18.7
-1.5	-5.2	-3.5	CC(=O)c1cccc(NCC(=O)c2ccc(C)c([N+](=O)[O-])c2)c1	17.1	-0.4	-2.6	12.6	0.8	-3.0
0.1	1.9	-6.4	Cc1cc(OCC(=O)NCCCn2ccnc2)c2c(C)c(C)c(=O)oc2c1	5.7	3.2	-2.4	29.5	79.8*	-1.3
2.1	-2.2	3.1	CC(C)C(NC(=O)C12CC3CC(CC(C3)C1)C2)C(=O)N/N=C/C1=C(N2CCOCC2)C(=C\c2cccc([N+](=O)[O-])c2)/CC1 (stereo not drawn)	10.3	-0.5	-3.2	19.1	-1.6	24.8
0.4	-2.9	5.1	Cc1ccc(S(=O)(=O)NC(C)(C)CSc2nncn2N)cc1	3.4	3.6	-10.4	-22.2	-1.8	-9.2
-4.4	-3.5	-3.8	CCOC(=O)c1ccc(N2C(=O)CC(SCC(=O)Nc3ccc(S(N)(=O)=O)cc3)C2=O)cc1 (stereo not drawn)	4.6	3.5	0.2	17.4	-1.8	3.9
-12.1	-2.4	2.9	Cc1cccc(S(=O)(=O)Nc2nc3ccccc3nc2OC(C)C)c1	3.3	-5.9	-2.5	11.5	-1.4	0.0
-9.5	7.0	-0.1	Cc1ccccc1CC(=O)Nc1ccc2c(c1)CCC2	3.1	0.3	-0.4	-4.2	-1.5	0.8
-0.5	.	1.6	Cc1ccc(C)c(NC(=O)CN(C)C(=O)c2cccc(N3C(=O)CCC3=O)c2)c1	.	3.9	.	.	.	-3.0
-4.7	-13.4	7.7	O=C(CC1C(=O)CCCC1=O)c1ccccc1	11.1	0.8	-2.3	26.3	-2.6	34.8
2.1	-0.3	0.3	CC(C)(C)C1=C[C@@H](CO)C[C@@H](CO)C1	-7.3	5.8	-1.9	2.3	-2.8	0.7

Entries listed so far with bromine:
GalR3 antag	pCIP destab	IDE act	molecule	HCV NS3 hel inh	IDE inh	IMP-1 inhibitor	UBC9 SUMO inh	VIM-2 inh	CRFBP-R2 block
-4.9	-18.8	-102.8	N#C/C(=C\c1ccc(N2CCCCC2)o1)C(=O)Nc1cccc(Br)c1	8.6	140.3*	2.6	20.7	0.5	-265.5
-1.1	.	-1.8	O=C(Cc1ccc(S(=O)(=O)N2CCOCC2)s1)NCC(=O)Nc1ccccc1Br	.	-7.7	.	.	.	-4.2

Following part.
GalR3 antag	pCIP destab	IDE act	molecule	HCV NS3 hel inh	IDE inh	IMP-1 inhibitor	UBC9 SUMO inh	VIM-2 inh	CRFBP-R2 block
7.7	-1.7	.	N#Cc1nc(-c2ccco2)oc1NCc1ccccc1Cl	-2.5	-10.1	-1.1	10.2	-1.2	12.0
-2.5	18.2	3.4	O=C(O)c1ccc(Cl)c(S(=O)(=O)NCc2cccnc2)c1	-5.7	5.5	-0.9	-3.0	1.1	-9.9
-2.6	-0.2	-1.2	CCC(C)NC(=O)C(Sc1ccccc1)c1ccccc1 (stereo not drawn)	1.8	-2.1	-2.4	4.9	-0.9	19.1
-7.3	.	5.3	O=C(Nc1cc([N+](=O)[O-])ccc1O)NC1CCS(=O)(=O)C1 (stereo not drawn)	.	-8.3	.	.	.	17.6
1.1	1.1	-3.6	O=C(CS(=O)Cc1ccccc1Cl)Nc1ccccc1Cl (stereo not drawn)	-1.1	4.2	-1.3	-15.8	-1.1	-17.8
-0.9	11.1	-0.1	CCOC(=O)c1ccccc1NC(=O)CCNC(=O)Cn1cnc2ccccc2c1=O	-2.2	5.8	-2.6	10.1	-2.5	25.6
-4.6	5.3	3.0	C=CCc1cccc(Cl)c1OCCON1C(=O)CCC1=O	1.1	5.9	-2.9	11.1	-3.6	1.1
-0.1	-3.2	3.0	COc1cccc(NC(=S)NNC(=O)Cn2nc(C(F)F)cc2C(F)F)c1	4.2	-2.5	-3.0	-0.2	-0.8	0.2
1.0	-23.9	5.8	CCn1nnnc1NCc1ccc(N2CCCC2)cc1	-9.3	-2.6	-4.7	-24.7	-4.0	7.6
-4.6	-8.0	.	Cc1ccccc1CSc1nnc(-c2cnccn2)n1C	-2.8	3.5	-1.6	15.7	-0.9	-5.2
0.7	5.1	-4.5	COc1ccccc1-c1nnc(SCC(=O)NC2CCS(=O)(=O)C2)n1CCc1ccccc1 (stereo not drawn)	-4.7	7.1	-4.7	2.5	-3.1	-12.7
-11.8	8.0	2.2	Cc1cc(C)n(CC(O)Cn2c3ccc(Br)cc3c3cc(Br)ccc32)c(=O)n1 (stereo not drawn)	-12.4	-2.2	-3.7	-15.9	-1.4	-43.2
-4.3	-3.3	3.7	O=C(c1ccc(Cl)c(Cl)c1)c1cc(-c2ccccn2)c(N2CCOCC2)s1	-5.9	-2.1	-2.0	-37.4	-4.5	0.5
-1.4	5.5	3.9	Cc1cc(NCCN2CCOCC2)n2ncc(-c3ccccc3)c2n1	17.2	5.1	0.2	1.4	1.0	-3.0
-5.3	-28.3	0.5	Cc1ccnc(NC(=O)Cc2ccc(-c3ccccc3)cc2)c1	0.2	1.7	11.7*	1.0	-2.4	1.8
-1.6	.	4.6	CC(C)c1ccccc1N=C1SCCCN1C(=O)c1cccc(N2C(=O)CCC2=O)c1	.	-0.7	.	.	.	-8.3
-2.8	2.8	6.8	Cc1cccc(NC(=O)CN2C(=S)NC(C)(C)CC2C)c1 (stereo not drawn)	-1.9	1.0	0.8	12.3	-1.2	-4.2
2.9	-15.6	2.6	COc1ccc(/C=N/NC(=O)c2ccncc2)cc1CN1CCOCC1	4.8	3.2	-2.1	19.7	-0.7	3.6
5.1	4.8	3.6	COC(=O)[C@@H](Cc1c[nH]c2ccccc12)NC(=O)c1ccc2c(c1)OCO2	-9.6	8.3	-2.8	-7.6	-2.1	11.2
-0.6	-12.7	2.5	CN1CCN(c2nc3c(c(=O)n(C)c(=O)n3C)n2Cc2cccc3ccccc23)CC1	-0.2	1.3	-1.1	-1.1	-0.3	9.4

Screening data (PubChem)
